# Compound activity from PubChem BioAssay.
# GPR35 antagonists: GPR35 antagonists blocking zaprinast-driven arrestin recruitment, primary screen, imaging, U2OS, beta-arrestin-GFP, zaprinast agonist (AID 2058) | one-dose inhibition, % at 10 µM; IC50 in µM for titrated hits | G-protein coupled receptor 35 (Homo sapiens) | U2OS GPR35 beta-arrestin-GFP translocation imaging, zaprinast antagonism; higher % means a stronger effect | 290,000 tested, 0.052% active;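 active means inhibition of at least 50% with at least 30 cells and total cytoplasm GFP at most 10,000,000; inconclusive means under 30 cells or total GFP of 10,000,000 plus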
# MgcRacGAP inhibition: MgcRacGAP GTPase-activating activity inhibitors, confirmation, biochemical, ADP Hunter fluorescence | MgcRacGAP-stimulated Rac1 GTP hydrolysis, ADP Hunter fluorescence; higher % means a stronger effect; GST-tagged Rac1 F28L mutant substrate | inhibition, % at 30 µM, or IC50 in µM where a hit was titrated | 340,000 tested, 0.6% active | AID 624330, 2012;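 active means first-screen hits whose inhibition reached a set limit at any dose in the follow-up dose series; inconclusive means inhibition above the set first-screen limit but never retested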;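 further: fluorescence reports GDP produced by GAP-driven GTP hydrolysis; strong numbers were not always called active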
# GPR55 antagonists: GPR55 antagonists blocking LPI-driven arrestin recruitment, primary screen, imaging, U2OS, beta-arrestin-GFP, LPI agonist (AID 2013); G-protein coupled receptor 55 (Homo sapiens); U2OS GPR55 beta-arrestin-GFP translocation imaging, LPI antagonism; higher % means a stronger effect; 290,000 tested, 0.13% active; inhibition, % at 10 µM; hits with a dose series show IC50 in µM;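 active means spots per cell inhibited over 60%, with over 100 cells counted and total cytoplasm intensity under 500,000; inconclusive means wells with under 100 cells, flagged as likely toxic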;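 further: U2OS cells stably carrying GPR55 and arrestin-GFP stimulated by 5 µM LPI near EC80; imaged beta-arrestin-GFP aggregate spots per cell after agonist stimulation; plate controls were LPI-stimulated DMSO wells for no effect and DMSO wells without LPI for full effect; some results filed as inactive read as strong as hits; confirmed hits need IC50 under 10 µM and bright autofluorescent wells are also inconclusive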
# NS5 inhibitors: Dengue-2 NS5 methyltransferase inhibitors, primary screen, biochemical, confirmation dose response (AID 588689); Genome polyprotein (Dengue virus type 2 (strain 16681-PDK53)); Dengue-2 NS5 methyltransferase capping enzyme assay, biochemical; higher % means a stronger effect; one-dose inhibition, % at 25 µM; IC50 in µM for titrated hits; 340,000 tested, 0.3% active; in the data active means a potency from the dose series; inconclusive means inhibition above about 29% without an active follow-up result
# Large T inhibition: SV40 large T antigen inhibitors, biochemical (AID 1903). 310,000 tested, 0.39% active. inhibition, % at 20 µM, or IC50 in µM where a hit was titrated. SV40 large T antigen ATPase/helicase inhibition assay; higher % means a stronger effect; in the data active means a potency from the dose series; inconclusive means inhibition mostly from about 32% at the one dose, without a potency; inactive means the rest, 99 in 100 with inhibition below about 32%; further: strong numbers were not always called active
# Salmonella PhoP GFP: inhibitors of PhoP regulon expression, primary screen, Salmonella Typhimurium, GFP reporter (AID 1863); S. Typhimurium PhoP-regulated promoter GFP reporter, 4 h; higher % means a stronger effect; 300,000 tested, 0.16% active; inhibition, % at 50 µM, or IC50 in µM where a hit was titrated;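 active means inhibition over 29.93%, a cutoff 3 SD above the screen mean, later confirmed by dose response; inconclusive means inhibition over 29.93% but no dose response follow-up; inactive means inhibition at most 29.93% or unconfirmed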;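 further: 0% = low Mg2+ inducing control and 100% = high Mg2+ repressing control; strong numbers were not always called active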
# HIV fusion peptide: inhibitors of HIV fusion peptide binding, primary screen, biochemical, uHTS, fluorescence dequenching (AID 1986); cell-free peptide binding, fluorescence dequenching, 30 min; higher % means a stronger effect; one-dose inhibition, % at 20 µM; IC50 in µM for titrated hits; 290,000 tested, 0.3% active; in the data active means inhibition mostly above about 52%, no sharp cut-off; inactive means mostly below about 76%; further: some results filed as inactive read as strong as hits
# UTI89 phage lysis: inhibition of K1F phage lysis, E. coli UTI89, bacterial capsule biogenesis inhibitors, alamar blue (AID 488966) | E. coli UTI89 K1F phage lysis, alamar blue, 2 h; higher % means a stronger effect | one-dose inhibition, % at 100 µM; IC50 in µM for titrated hits | 340,000 tested, 0.02% active;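 active means phage lysis inhibition, versus mean bacterial control, above a set limit; inconclusive means no clear call, values can overlap the other calls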;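 further: capsule biogenesis inhibitors block K1F phage lysis so surviving cells raise fluorescence; higher fluorescence means more inhibition of phage lysis; actives were called in the ten point dose series up to 300 µM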
# RSV antiviral HEp-2: RSV antiviral activity via CPE protection, HEp-2 cells, primary 10 µM value included (AID 2391); HEp-2 cells, RSV-induced CPE inhibition; higher % means a stronger effect; CPE inhibition, % at 10 µM, or IC50 in µM where a hit was titrated; 310,000 tested, 0.13% active; in the data active means a potency from the dose series; inconclusive means CPE inhibition mostly from about 23% at the one dose, without a potency; inactive means the rest, 99 in 100 with CPE inhibition below about 21%; further: strong numbers were not always called active
# NS5 inhibitors pilot replicate: recorded beside NS5 inhibitors, whose call it bears; inhibition, %; measured here: pilot screen replicate inhibition
# Active calls of the source: *; i = inactive; ? = inconclusive; . = no result given; [ ] = dose if it differs, or a comment. Random draw from the library, and some 1.5% of all compounds hit somewhere here.
SMILES,GPR35 antagonists,MgcRacGAP inhibition,GPR55 antagonists,NS5 inhibitors,Large T inhibition,Salmonella PhoP GFP,HIV fusion peptide,UTI89 phage lysis,RSV antiviral HEp-2,others
COC(=O)c1ccc(C23CC4(C2)[C@H](CN(C)[C@@H]4c2ccccc2)C3c2ccc(Cl)nc2)cc1 (some centres not stated),7%,13%,11%,-10%,8%,5%,0.1%,1.5%,-1.9%,
O=C(COc1ccc(S(=O)(=O)Nc2ccccc2)cc1)NCc1cccnc1,3%,4%,3%,1%,3%,17%,0.8%,0.2%[50 µM],1.0%,
Cc1cnc(C(=O)OCc2c(C)cc(C(C)(C)C)cc2C)cn1,-13%,-5%,-16%,-2%,0%,2%,0.1%,-0.3%,0.3%,
O=C(Nc1ccccc1)c1cc(S(=O)(=O)NCc2ccncc2)ccc1Cl,4%,7%,-8%,-6%,4%,-1%,-0.7%,-0.3%,1.7%,
CCCOC(=O)CSc1nc(N)c(C#N)c(-c2ccco2)c1C#N,.,-6%,.,-1%,20%,3%,.,-0.3%,1.6%,
Cc1cc(C)c(C)c(S(=O)(=O)NCC(=O)O)c1C,-11%,1%,4%,-4%,24%,-13%,-1.3%,0.1%,0.5%,
CCCCN(CC)CCNC(=O)Cn1cnc2sc(C)c(S(=O)(=O)N3CCC(C)CC3)c2c1=O,3%,6%,17%,0%,6%,1%,2.2%,0.3%,0.9%,
Cc1c2n(c3ccccc13)CCN(C)C2,.,8%,.,7%,4%,.,.,2.6%,3.7%,
Cc1ccc(Nc2c([N+](=O)[O-])c(=O)n(C)c3ccccc23)cc1C,10%,8%,-4%,-2%,4%,-13%,-0.8%,3.7%,0.9%,
COCCn1c(=S)[nH]c2sc3c(c2c1=O)CCCC3,7%,39µM*,-5%,-19%,20%,6%,-0.3%,-0.1%,7.5%,
CCOC(=O)Cc1c(C)nc(N)[nH]c1=O,0%,1%,16%,-1%,11%,-6%,-1.4%,0.4%,4.1%,
CC1=CCC2C(=O)N(c3cccc(C(=O)N(C)C4CCCCC4)c3)C(=O)C2C1 (configuration not stated),13%,-4%,8%,-9%,14%,-1%,-2.6%,-0.2%,2.1%,
CC(C)c1cc(CNC(=O)CCc2nnc(CCCc3ccccc3)o2)on1,-4%,2%,13%,-2%,4%,9%,0.8%,0.1%,1.4%,
CC(C)(C)NC(=O)C(c1ccc(O)cc1)N(C(=O)CCC(=O)Nc1ccccn1)c1ccc(F)cc1 (configuration not stated),-2%,-1%,-1%,-5%,7%,-1%,2.1%,0.3%,1.3%,
COc1ccc(C2/C(=C(/O)c3ccc4c(c3)CC(C)O4)C(=O)C(=O)N2Cc2ccncc2)cc1 (configuration not stated),3%,6%,-4%,-4%,7%,-1%,-1.4%,0.4%,1.5%,
CC1(C)CC(=O)c2c(S(C)(=O)=O)sc(Br)c2C1,2%,8%,3%,-5%,-4%,-2%,0.3%,0.7%,0.0%,
COC(=O)c1ccc(C(C(=O)NCc2ccccc2)N(Cc2cccs2)C(=O)c2cnccn2)cc1 (configuration not stated),6%,-6%,13%,-1%,16%,-7%,0.8%,-0.4%,0.9%,
Cc1nc(-c2ccccc2)cc(-c2ccccc2)n1,.,12%,.,-7%,9%,.,.,-2.0%,2.6%,
Cc1ccc(S(=O)(=O)Cc2ccc(C(=O)N3CCC(C)CC3)cc2)cc1,0%,5%,16%,-3%,24%,6%,-0.9%,1.6%[50 µM],1.1%,
CCOC(=O)CSc1nc2c(cnn2-c2ccc(C)cc2)c(=O)[nH]1,22%,2%,-8%,-1%,7%,9%,1.3%,1.6%,0.5%,
Cc1cc(C)c2ccc(Cl)cc2n1,-2%,-2%,3%,-2%,1%,5%,-1.8%,0.0%,0.3%,
O=C(O)Cc1c(C(=O)O)[nH]c2ccc(C(=O)O)cc12,-10%,2%,5%,-2%,14%,-6%,2.6%,0.1%,0.0%,
O=C(CCN1C(=O)S/C(=C\c2cccs2)C1=O)Nc1nccs1,9%,12%,-12%,4%,14%,-5%,0.4%,-0.9%[50 µM],6.6%,
COc1cc2c(cc1OC)/C(=C/C(=O)c1ccc(OC)c([N+](=O)[O-])c1)NCC2,16%,2%,3%,1%,5%,10%,1.6%,3.3%[50 µM],?,
CCCNC(=O)Cc1ccsc1,-4%,9%,0%,0%,-1%,-11%,0.9%,0.4%,1.0%,NS5 inhibitors pilot replicate=1.2
CSc1ccc(CNc2ccc(C)c(C)c2)cc1,24%,13%,21%,-2%,16%,5%,-3.4%,0.0%,4.6%,
CCN1CCCC1CNC(=O)c1ccc2c(c1)N(Cc1cccc(Cl)c1)C(=O)c1ccccc1S2(=O)=O (configuration not stated),-3%,7%,4%,-3%,5%,-6%,-1.3%,5.3%,1.2%,
O=C(Nc1ccccc1N1CCOCC1)C1Cc2ccccc2CN1C(=O)c1ccco1 (configuration not stated),-7%,8%,-6%,-1%,15%,-10%,2.1%,3.2%,2.7%,
CCCc1nnc2n1N=C(c1ccc(-c3cc(Cl)ccc3Cl)o1)CS2,0%,.,-1%,.,2%,-12%,-2.5%,.,.,
CC(C)c1nnc(NC(=O)CCC(=O)NC2CCCCC2)s1,7%,.,1%,.,5%,-1%,0.6%,.,-0.3%,
COc1ccccc1CNC(=O)CN1C(=O)COc2ccc(S(=O)(=O)NC3CCCC3)cc21,-9%,13%,11%,0%,-3%,-5%,2.5%,0.2%,2.3%,
Cc1ccc(NC(=O)NC2CCCCC2)cc1Cl,9%,7%,6%,3%,3%,-10%,-1.8%,i,0.6%,
O=c1cc(N2CCCCC2)c(-c2ccccc2)nn1Cc1ccc(F)cc1,-4%,4%,-9%,-1%,10%,2%,0.5%,0.3%,13%,
O=C(N1CCOCC1)N1CCN(Cc2ccccc2)CC1,-10%,5%,?,-1%,22%,-5%,7.3%,0.5%,1.9%,
O=C(O)CCc1nc2cc(C(F)(F)F)ccc2n(Cc2ccccc2)c1=O,1%,3%,-5%,-3%,5%,-4%,0.1%,0.2%,2.4%,
Cc1cc(C)c(C(=O)COC(=O)CCn2c(C)csc2=O)cc1C,.,9%,.,0%,5%,0%,.,1.0%[50 µM],1.6%,
CCOc1cc(/C=C2\CCCC(C(=O)C(F)(F)F)=C2O)ccc1O,14%,26%,18%,-20%,21%,14%,-0.4%,3.4%[50 µM],1.6%,
CC(OC(=O)/C=C/c1ccccc1)C(=O)Nc1cccc(C#N)c1 (configuration not stated),.,2%,.,3%,4%,1%,.,1.5%[50 µM],4.1%,
Cc1c(C(=O)N2CCCCC2)sc(NC(=O)C2CC2)c1C#N,15%,13%,-3%,-5%,-1%,-10%,3.2%,0.4%,1.2%,
CCCCN1CCNC[C@@H]1Cc1ccc(O)cc1,.,3%,.,4%,10%,1%,.,1.0%,-1.8%,
Cc1cc(-c2cc(C(=O)Nc3ccccc3)on2)nc(NCC2CC2)n1,.,5%,.,-4%,3%,.,.,1.4%,1.4%,
CCC(=O)N/C(N)=N/c1nc2ccccc2o1,8%,10%,-4%,5%,13%,-8%,1.3%,-0.8%,1.9%,
Cc1ccc(-n2c(-c3ccncc3)n[nH]c2=S)c(C)c1,-7%,8%,0%,0%,5%,-7%,1.0%,0.2%,0.6%,
COCCNC(=S)N1CCN(c2ccc(Cl)cc2)CC1,-1%,7%,5%,-5%,34%,4%,-1.1%,1.1%,6.1%,
CC(=O)N1CCN(CC(=O)Nc2ccc(SC(F)F)cc2)CC1,6%,4%,0%,-8%,3%,-10%,8.0%,2.9%[50 µM],1.9%,
O=C1c2ccccc2NC(c2c(Cl)cccc2Cl)N1Cc1ccccc1 (configuration not stated),9%,7%,-24%,1%,3%,-10%,-2.9%,0.8%,4.2%,
CCOC(=O)c1c(C)[nH]c(C(=O)N2CCCC(C(=O)c3ccccc3OC)C2)c1C (configuration not stated),-1%,2%,-4%,-14%,19%,-4%,3.9%,-0.3%,0.4%,
O=C(C1CCN(C2CCN(Cc3cccc4c3OCO4)CC2)CC1)N1CCOCC1,18%,-1%,8%,-6%,4%,-7%,-1.7%,0.5%,-2.9%,
COc1ccc([C@@H]2CC=C(C(=O)O)[C@H](c3ccc(Cl)cc3)N2S(=O)(=O)c2ccc(C)cc2)cc1OC,.,12%,.,4%,25%,-6%,.,1.3%,2.1%,
O=C(c1ccco1)N(CCC(c1ccccc1)c1ccco1)Cc1ccco1 (configuration not stated),-4%,19%,20%,13%,16%,-1%,45%,0.4%,1.5%,
O=C(N/N=C/c1cn(-c2ccccc2)nc1-c1ccc2c(c1)OCCO2)c1ccncc1,3%,4%,9%,1%,-1%,-6%,13%,-0.2%,1.7%,
O=C(O)c1c(F)c(F)cc2ccccc12,-1%,3%,1%,-1%,1%,-17%,-0.5%,-4.9%,0.6%,
CC(C)C(=O)NC(=S)Nc1ccccc1N1CCN(C(=O)c2ccc(Cl)cc2)CC1,-10%,5%,7%,-12%,5%,2%,3.2%,-0.2%,2.4%,
CN(C)c1ccc([C@@H]2[C@@H]([N+](=O)[O-])[C@H]3C=Cc4ccccc4N3[C@H]2C(=O)c2ccc(Cl)cc2)cc1,15%,14%,10%,-41%,9%,30%,3.0%,0.3%,14%,
Cc1ccc(NS(=O)(=O)c2ccc(C(=O)OCC(=O)NCC3CCCO3)cc2)cc1 (configuration not stated),-1%,8%,9%,-7%,10%,1%,-0.6%,-0.7%,0.0%,
Cc1ccccc1NC(=O)N1C2CCCC1CC(NC(=O)C(C)(C)C)C2 (configuration not stated),-4%,8%,6%,6%,9%,-2%,-3.2%,0.1%,.,
Cc1[nH]c(=S)[nH]c(=O)c1Cc1ccc(OCC(C)C)cc1,8%,5%,9%,3%,21%,-10%,0.6%,0.0%,5.3%,
